PKM2 act = PKM2 (human) enzyme activation | purified PKM2, Kinase-Glo ATP luminescence, activation; response scale: 0% is enzyme alone, no compound | Potency, µM (top dose mostly 57.5 µM), for inactives: at the highest dose activation, hits mostly activators | 260,000 compounds, 0.34% hits | AID 1631; also: potency is read from the fitted curve at half-maximal effect; nearly all actives have a fitted effect of over 55% in size
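hPK-M2, >95% pure; 0.1 mM ADP / 0.5 mM PEP final; imidazole pH7.2 buffer w/ 7 mM MgCl2, 50 mM KCl; 1 h RT; Kinase-Glo lum. Intermediate enzyme activity for dual inhibitor/activator qHTS.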
BCR signal inh = chronic active BCR signaling inhibition | Potency, µM (highest dose often 46.1 µM), inactives show at the highest dose ratio change, negative = lower green/red ratio, most hits filed as inhibitors | ABC-DLBCL IkBa-CBG/CBR reporter, luminescence ratio, 4 h | 340,000 compounds, 0.05% hits | AID 493014; active = well fitted inhibition curve with a large enough effect in the signal ratio, with a control signal flat, not every such curve was filed as active; inconclusive = small, poorly fitted or top-dose-only effect, or effect the other way, or a change in a side signal; the % refers to the signal ratio;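 also: potency is read from the fitted curve at half-maximal effect; plate controls were basal doxycycline-induced cells for no effect and cells given 10 µM MG132 for full effect; MG132 reads +100%, hits lower the ratio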
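Concentration-response series (up to 46 uM) were applied to TMD8 dual-reporter cells for 4 h at 37C with doxycycline. Green/red ratio, after filter-overlap correction, defined %Activity; red signal alone was normalised to basal cells and zero luminescence.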
KCNH2 3.1 block = blocks the human KCNH2 3.1 channel isoform; activity change, % (tested at about 1.8 µM); U2OS KCNH2 3.1, thallium flux FluxOr; stronger effect = lower value; 340,000 compounds, 0.95% hits;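 active = maximum activity change below -70%; inconclusive = maximum activity change from -70% to -50%; inactive = maximum activity change above -50%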;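 also: thallium influx rate constant from kinetic fluorescence after stimulation buffer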
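We transduce U2OS cells with the mutant 3.1 virus, culture them overnight, load FluxOr with Red40 quencher for 45 min, then add stimulation buffer and read kinetically for 2 min to derive a normalized rate constant.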
uPA generation = inhibitors of cell surface uPA generation | AID 540303 | Potency, µM (series often up to 38.3 µM), without a hit: at the top dose activity change, negative = inhibition, actives largely listed as inhibitors | cell surface uPA generation assay, qHTS | 330,000 compounds, 0.31% hits; active = well fitted inhibition curve with a large enough effect; inconclusive = small, poorly fitted or top-dose-only effect; inactive = no such curve, though single readings can be large or run the other way; tested in mouse RAW 264.7 cells; also: potency is read from the fitted curve at half-maximal effect; nearly all actives have a fitted effect of over 55% in size
Coupling enz = counter-screen for Giardia aldolase inhibitors: coupling enzyme system. coupling enzyme system counterscreen, AmpLite Red fluorescence. activity change, negative = inhibition, % at 58.2 µM, hits read low. 290,000 compounds, 0.67% hits; in the data active = activity change below about -30%
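Final compound at 57.5 uM, incubated 10 min at RT with coupling enzyme reagent (glyceraldehyde-3-phosphate), then 20 min with substrate and AmpLite Red detection. Fluorescence read at 525/598 nm; tests interference with the coupling assay, not aldolase inhibition.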
Eya2 phos inh = Eya2 (human) phosphatase inhibition; Potency, µM (doses to about 76.9 µM), for inactives: at the highest dose activity, negative = inhibition, usual class: inhibitors; AID 488837; recombinant Eya2, OMFP fluorescence dephosphorylation (OMFP is methylfluorescein phosphate); 330,000 compounds, 0.006% hits; also: potency is read from the fitted curve at half-maximal effect
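Eya2 protein (added as 0.2 uM solution) was preincubated with compound for 10 min at ambient temperature in 50 mM HEPES pH 7.5, 50 mM NaCl, 5 uM MgCl2, 0.05% BSA, 1 mM DTT. OMFP (added at 50 uM) then reacted 10 min; fluorescence read at 485/525 nm.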
GALK inhibitor = blocks human galactokinase activity | Purified GALK, Kinase-Glo residual ATP luminescence | 270,000 compounds, 0.007% hits | P51570 | AID 1868 | Potency, µM (series often up to 57.5 µM), without a hit: top-dose activity change, negative = inhibition, usual class: inhibitors; also: potency is read from the fitted curve at half-maximal effect
Target sequence (P51570 whole entry, looked up): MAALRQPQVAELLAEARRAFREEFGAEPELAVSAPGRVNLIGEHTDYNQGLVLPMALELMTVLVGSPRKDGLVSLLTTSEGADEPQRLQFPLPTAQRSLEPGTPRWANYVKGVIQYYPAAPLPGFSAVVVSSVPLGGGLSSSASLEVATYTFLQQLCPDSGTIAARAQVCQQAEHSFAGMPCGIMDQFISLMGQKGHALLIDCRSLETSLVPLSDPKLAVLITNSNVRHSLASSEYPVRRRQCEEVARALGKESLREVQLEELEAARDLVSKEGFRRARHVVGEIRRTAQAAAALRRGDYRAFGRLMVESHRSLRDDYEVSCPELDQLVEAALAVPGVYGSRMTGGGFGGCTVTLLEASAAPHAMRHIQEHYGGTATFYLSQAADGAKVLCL
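5 nM enzyme, 35 uM ATP, 100 uM galactose, 20 mM HEPES pH8.0, 5 mM MgCl2; 1 h RT; residual ATP by Kinase-Glo Plus luminescence, qHTS format.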
Giardia killer = Giardia lamblia killing. 340,000 compounds, 0.15% hits. Giardia lamblia trophozoite viability. activity change, % at 7.66 µM, hits read low; in the data active = activity change below about -80%; inconclusive = between about -30% and that limit;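 also: parasites exposed to compound for two days anaerobically before the ATP read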
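Anaerobic 48 hrs incubation at 37 deg C of 100 trophozoites/well with test compounds; ATPLite 1-Step luminescence, 15-30 min RT, reports cellular ATP as viability.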
hERG WT inh = inhibitors of human wildtype KCNH2 potassium channel; Q12809; U2OS, BacMam KCNH2, thallium flux FluxOr; stronger effect = lower value; activity change, % at 1.84 µM; 340,000 compounds, 0.37% hits; AID 720551;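 active = maximum activity change below -70%; inconclusive = maximum activity change between -70% and -50%; inactive = maximum activity change above -50%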
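U2OS cells were transduced with wild-type KCNH2 virus (2.03 x 10^8 / mL) for 4 h at room temperature, then cultured overnight at 37 C. Thallium flux was read with FluxOr dye. Rate constants were normalized to DMSO controls.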
B2AR arrestin = beta2AR (human) beta-arrestin recruitment activity. P07550. beta-arrestin recruitment to beta2AR, cell-based reporter. Potency, µM (series often up to 46.1 µM), for inactives: at the top dose activation, usual class: activators. 330,000 compounds, 0.02% hits. AID 492947;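 also: potency is read from the fitted curve at half-maximal effect; 0% = DMSO controls and full agonism = EC100 isoproterenol or metaproterenol; nearly all actives have a fitted effect of over 65% in size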
USP2a block = USP2a (human) protease inhibition | O75604 | USP2 core, Ub-CHOP2 coupled fluorogenic reporter, 485/531 | 330,000 compounds, 0.01% hits | AID 463254 | Potency, µM (titrated, usually from 38.3 µM), inactives show at the highest dose activity change, negative = inhibition, hits mostly inhibitors;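 also: potency is read from the fitted curve at half-maximal effect; plate controls were DMSO wells for no effect and full inhibition by NEM control for full effect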
Target sequence (O75604 whole entry, looked up): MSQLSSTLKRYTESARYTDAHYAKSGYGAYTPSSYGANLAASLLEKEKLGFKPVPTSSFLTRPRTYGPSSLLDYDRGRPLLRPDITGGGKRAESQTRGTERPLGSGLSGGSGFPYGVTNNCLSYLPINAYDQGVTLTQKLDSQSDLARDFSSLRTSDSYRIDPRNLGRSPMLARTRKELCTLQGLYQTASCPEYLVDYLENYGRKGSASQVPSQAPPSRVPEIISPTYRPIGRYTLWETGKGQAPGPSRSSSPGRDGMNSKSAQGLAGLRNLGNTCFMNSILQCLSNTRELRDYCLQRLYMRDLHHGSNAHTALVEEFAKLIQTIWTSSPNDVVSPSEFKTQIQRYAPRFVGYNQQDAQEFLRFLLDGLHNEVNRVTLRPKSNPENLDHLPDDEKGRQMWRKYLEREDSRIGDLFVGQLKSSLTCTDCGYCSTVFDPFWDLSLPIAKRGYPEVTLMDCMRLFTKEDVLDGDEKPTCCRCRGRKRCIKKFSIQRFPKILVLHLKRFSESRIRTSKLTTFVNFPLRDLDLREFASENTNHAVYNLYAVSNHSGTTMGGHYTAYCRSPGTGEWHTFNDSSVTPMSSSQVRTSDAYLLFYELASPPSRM
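Deubiquitinase activity read as fluorescence (485/531 nm) after Ub-CHOP2 cleavage activates the enterokinase reporter on its substrate; USP2 core 10nM, Ub-CHOP2 and substrate 25nM each, 30min compound preincubation then 60min RT; data normalized to NEM, curves fitted.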
* hit, by the source's call; ? = inconclusive; . = no result given; [ ] = another dose, or the depositor's remark. Unless noted, calls follow the shape of the dose curve; as a rule, active = well fitted curve in the direction sought with a large enough effect; inconclusive = small, poorly fitted or top-dose-only effect, or another doubt; inactive = no such curve, though single readings can be large; an effect the other way counts as inactive or inconclusive. Unless noted, % is scaled to controls: 0 for no effect and ±100 for the full control effect. Hits appear at their usual frequency; 2.4% or so of the library scored in one or more.

compound | USP2a block | hERG WT inh | Eya2 phos inh | B2AR arrestin | KCNH2 3.1 block | PKM2 act | Giardia killer | BCR signal inh | uPA generation | GALK inhibitor | Coupling enz
COc1ccccc1-c1nn2c(C3COc4ccccc4O3)nnc2s1 (configuration not stated) | 3.1% | -3.4 | 5.2% | 0.9% | -7.7 | 6.6% | 9.8 | ? | 0.9% | 0.5% | 2.1
O=C(OCc1nnc(-c2ccccc2)o1)C1CCN(C(=O)c2ccc(Cl)cc2)CC1 | 1.5% | 14.3 | 10.2% | -0.2% | -26.4 | . | -4.5 | 12.1% | 0.2% | . | .
CCCn1nnnc1NCc1cccc(Cl)c1 | -0.5% | -0.8 | -12.0% | 3.5% | -20.4 | -1.9% | 1.6 | 1.6% | -6.8% | -4.1% | 0.4
Cc1ccc(-n2ncc3c(=O)n(CC(=O)N4CCN(c5ccccc5)CC4)cnc32)cc1 | 1.2% | 3.5 | 3.7% | -0.1% | 1.4 | -4.7% | -5.9 | ? | -1.9% | 13.8% | 3.3
COc1cccc(NC(=O)/C=C/c2ccc([N+](=O)[O-])cc2)c1 | 8.8% | 2.4 | -5.1% | 0.3% | -6.6 | 1.2% | -5.1 | ? | -0.6% | -3.2% | -6.8
COc1cc(/C=N/NC(=O)c2ccc(=O)[nH]n2)ccc1O | 3.2% | 4.4 | -3.6% | -0.7% | 2.6 | -13.9% | -28.2 | ? | -0.1% | -0.4% | 0.9
COC(=O)N/N=C\C=C\c1ccc2c(c1)OCO2 | 9.2% | 3.2 | -11.4% | 0.2% | 4.4 | -2.4% | -4.3 | ? | -11.0% | 1.7% | -0.4
Cc1nc2ncnn2c(C)c1CCC(=O)NCc1ccco1 | 2.5% | 8.0 | -14.0% | 0.4% | 1.7 | -2.9% | -2.7 | 2.8% | 1.8% | 0.1% | 7.0
O=C(Nc1ccc2c(c1)OCO2)N1CCCc2ccccc21 | 3.1% | -5.9 | 10.1% | -0.5% | -18.2 | -6.9% | -7.0 | -15.1% | -1.7% | 4.0% | -0.5
O=C(NC1CC1)C1=C[C@H](c2ccc(Br)cc2)C[C@H](OCc2ccc(CO)cc2)O1 | -4.3% | 0.2 | -14.2% | 0.1% | -10.2 | 4.9% | -20.0 | -2.4% | 1.3% | -2.3% | 0.5
Cc1cc(C(=O)Nn2cnc3ccccc3c2=O)ccc1[N+](=O)[O-] | 3.4% | 0.1 | -5.9% | -1.0% | -6.7 | -0.2% | -8.3 | ? | -1.1% | 1.4% | 6.5
CC(=O)NC1C(=O)N(CCN2CCOCC2)c2ccc(Cl)cc21 (configuration not stated) | 0.1% | -2.1 | 24.6% | -0.9% | 6.9 | . | -16.2 | 1.0% | 3.4% | -23.5% | -1.1
Brc1cnc2nc[nH]c2c1 | -0.2% | 12.4 | -1.2% | -1.1% | 14.9 | -4.4% | -2.9 | 3.9% | 10.9% | 4.7% | 1.1
COc1ccc(CC(=O)N/N=C/C=C/c2cccc([N+](=O)[O-])c2)cc1OC | 0.2% | 7.2 | -16.6% | -0.7% | -18.4 | -2.2% | -0.7 | -19.1% | 1.5% | 1.6% | 7.2
CCOC(=O)NC(c1ccccc1)C1CCCCC1=O (configuration not stated) | 0.0% | 1.6 | -10.1% | -0.4% | 8.6 | -5.8% | 0.1 | ? | -1.6% | -1.3% | 1.6
O=c1c2c3c(sc2nc2sc(CN4CCOCC4)cn12)CCCC3 | -4.2% | 0.3 | 12.3% | 0.1% | 9.3 | 11.6% | 4.2 | -1.5% | 6.5% | 2.2% | 4.2
CCOC(=O)C(C)n1cnc2c(nnn2-c2ccc(F)cc2)c1=O (configuration not stated) | -6.6% | -2.2 | -15.7% | -1.5% | -39.7 | 0.3% | 8.1 | 0.9% | -8.1% | . | -1.4
COc1ccc2[nH]cc(C(O)CN3CCC(C(N)=O)CC3)c2c1 (configuration not stated) | 1.8% | -6.3 | -5.5% | -0.4% | 0.4 | -8.2% | 3.4 | ? | -0.1% | -1.0% | -1.2
CCc1nnc(NC(=O)CSc2nnc(Cc3cc(=O)[nH]c(=O)[nH]3)n2-c2cccc(OC)c2)s1 | 1.6% | -6.5 | -4.2% | -0.1% | -2.7 | 4.4% | 5.0 | ? | 8.8% | -1.3% | 1.6
C/C(=N\NC(=O)c1cccc(Cl)c1)c1cccc(NC(=O)c2ccco2)c1 | -0.1% | 12.0 | 3.3% | 0.2% | 4.1 | 4.4% | -21.7 | ? | -0.6% | -1.6% | -0.1
CCOC(=O)c1oc2c(CN3CCN(C)CC3)c(O)ccc2c(=O)c1-c1ccccc1OC | 1.8% | 6.7 | 1.2% | -0.5% | -1.7 | 2.4% | -19.0 | -0.9% | -6.2% | -1.7% | 1.1
CC1(C)CC(=O)C2=C(C1)OC(N)=C(C#N)C2c1cn(-c2ccccc2)nc1-c1ccccc1 (configuration not stated) | 0.1% | -0.2 | -11.8% | -0.6% | 2.6 | -10.1% | 5.9 | ? | -2.4% | 0.1% | -5.5
CCOc1ccc(C(=O)NC(=S)NCCCN2CCOCC2)cc1 | 3.0% | 14.1 | 2.8% | -1.1% | -38.2 | 0.9% | 11.6 | 1.4% | 9.5% | 2.9% | 0.2
Cc1cccc(NC(=O)C2C3C=CC(O3)C2C(=O)O)c1C (configuration not stated) | 0.2% | 13.6 | -4.6% | 0.2% | -3.8 | -3.3% | 8.8 | ? | 6.0% | 7.6% | 0.9
CCN(CC)c1nc(C)nc2c1cnn2CCc1ccccc1 | -1.5% | -0.4 | 7.5% | -0.8% | 5.2 | 0.6% | 7.7 | -14.6% | 4.9% | 0.0% | -0.3
Nc1cccc(C2=Nc3cccc4cccc(c34)N2)c1 | 2.6% | -2.1 | 0.3% | 0.0% | -5.4 | -14.3% | -9.4 | 0.2% | -8.7% | 3.2% | 0.9
C/C(=N\NC(=O)CCC(=O)Nc1ccc(C)c(C)c1)c1cccs1 | -0.8% | 7.2 | 15.4% | 0.1% | 12.2 | 2.9% | 37.1[activator] | -0.4% | 1.3% | -1.9% | -0.5
CCOc1cc(N2CCOCC2)c(OCC)cc1NC(=O)c1c(-c2ccccc2)noc1C | -2.0% | -6.0 | 8.3% | 0.1% | -2.1 | . | -1.4 | ? | 7.9% | . | .
NC(=O)NC(=O)COC(=O)c1ccc(OC(F)F)cc1 | 0.3% | . | -9.6% | -0.2% | 11.0 | 2.3% | -4.1 | 1.9% | -4.6% | 7.8% | 0.4
Cc1cc(C)c(OCC(=O)OCC(=O)NCCC2=CCCCC2)c(C)c1 | -0.7% | 0.8 | -6.5% | 0.2% | -14.1 | . | 2.3 | -0.7% | 2.5% | . | .
Cc1ccc(-c2nnc(-c3ccc(NC(=O)c4cccs4)cc3)o2)cc1 | 1.1% | 3.7 | -2.8% | -0.3% | ? | 6.4% | 7.2 | -9.0% | 8.8% | -3.2% | -3.2
COc1ccc(OC)c(/C=N/NC(=O)CCc2n[nH]c(=O)[nH]c2=O)c1 | 12.0% | 4.1 | -1.6% | 0.1% | -1.0 | -1.7% | 0.8 | 0.8% | -14.1% | -1.1% | 1.6
CCc1nc(C)cn1S(=O)(=O)c1cc(C)c(OC)c(C)c1C | 0.6% | 23.2 | -23.2% | -1.1% | 12.9 | -0.5% | -5.0 | -10.6% | . | 4.9% | 3.5
O=C(O)COc1ccc(/C=N/NC(=O)c2ccccc2Br)cc1 | 7.2% | 1.9 | 9.2% | -0.5% | -9.0 | 0.4% | -12.9 | ? | -0.7% | -0.9% | 1.5
O=c1c2ccccc2c(-c2ccccc2)nn1-c1ccc(Cl)c(Cl)c1 | 0.0% | 3.5 | 11.7% | 0.2% | 1.6 | -2.5% | -9.0 | 0.0% | -0.9% | 3.4% | -2.3
COc1cccc(C(=O)NC(=S)NCc2ccco2)c1 | 2.3% | 2.7 | -1.6% | 0.4% | 16.3 | 3.0% | 3.2 | 4.7% | -0.4% | . | 1.3
COc1ccccc1NS(=O)(=O)c1cc(C(=O)N2CCCC2)ccc1C | 1.0% | 0.6 | -3.3% | -0.2% | -1.7 | . | 8.7 | 3.7% | 6.5% | . | .
